Screening results from PubChem.
PV pol inh: poliovirus RdRp elongation inhibitors, primary screen, biochemical, fluorescence polarization, total intensity. 150,000 compounds, 0.66% hits. poliovirus polymerase elongation; stronger effect = lower value. AID 588519, 2011. % elongation, % (compound at 16.7 µg/mL); in the data active = % elongation below about 90%; also: some results filed as inactive read as strong as hits
Target sequence (P03300 1749-2209 limits assumed): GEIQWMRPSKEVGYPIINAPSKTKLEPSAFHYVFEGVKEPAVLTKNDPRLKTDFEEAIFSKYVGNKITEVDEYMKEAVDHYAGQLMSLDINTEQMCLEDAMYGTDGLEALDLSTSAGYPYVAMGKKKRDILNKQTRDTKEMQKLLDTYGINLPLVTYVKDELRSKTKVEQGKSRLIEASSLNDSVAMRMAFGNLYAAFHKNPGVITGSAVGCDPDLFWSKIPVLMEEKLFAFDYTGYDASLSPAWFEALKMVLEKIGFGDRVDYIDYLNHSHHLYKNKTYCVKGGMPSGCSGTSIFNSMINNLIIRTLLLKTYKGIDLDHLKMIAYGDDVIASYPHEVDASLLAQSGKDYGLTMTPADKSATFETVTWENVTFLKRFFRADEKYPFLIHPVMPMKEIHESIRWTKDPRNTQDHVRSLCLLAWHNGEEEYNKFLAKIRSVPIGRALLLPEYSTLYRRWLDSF
PV pol inh FP z-score: second read-out of PV pol inh, no call of its own (marks repeat the call); z-score; measured here: FP z-score; hits read low
* = called active by the depositor. A portion of the library, so the mix of outcomes need not match the whole.

SMILES	PV pol inh	PV pol inh FP z-score
O=C(NCc1ccco1)c1cc(=O)c2ccccc2o1	103	0.8
CCc1cccc(OCC(=O)Nc2c[nH]c(=O)[nH]c2=O)c1	100	-0.2
CCCNS(=O)(=O)c1ccc(OCC(=O)O)c(Cl)c1	100	-1.1
COc1ccc(Cn2c(CCC(=O)NCc3ccccc3)nc3cccnc32)cc1	104	1.2
O=C(COC(=O)c1ccncc1)c1ccc2ccccc2c1	109	0.8
CC(COc1ccc(C(C)C)cc1)NC(=O)c1ccco1 (centres undefined)	104	0.4
N#C/C(=C\c1ccco1)C(=O)Nn1cnnc1	100	-0.2
CSC(=NS(=O)(=O)c1ccccc1)SC	100	-0.4
CCOc1ccc(/C=C(\C(=O)N2CCCC2)n2ccccc2=O)cc1	100	-0.4
CCc1nn(CC(=O)NC2CC2)c(=O)c2cc3occc3n12	102	-0.4
CCCc1cc(=O)n2[nH]c(C(F)(F)F)nc2n1	101	0.3
O=C(CSc1nncn2c1cc1sccc12)Nc1ccc(Br)cc1F	109	0.3
COc1ccc(CNC(=O)CCc2c(C)nn(-c3ccc(N4CCCC4)nn3)c2C)c(OC)c1	104	-0.4
COc1ccc(-c2cc(=O)n(CCC#N)[nH]2)cc1	101	0.6
COC(=O)c1scc2c(Sc3ccc(Cl)cc3)cc(C(F)(F)F)nc12	105	0.2
Cc1nn(Cc2ccccc2)c(Cl)c1C(=O)Nc1nnc(-c2ccccc2)o1	115	1.8
O=C(CN1CCC(NC(=O)C2CCCCC2)CC1)Nc1cccc(F)c1	102	0.3
CC(C)CC(=O)Nc1ccc(C(=O)COC(=O)CSc2nnc(-c3ccc4c(c3)OCO4)o2)cc1	99	-0.9
CCN(CC)CCN1C(=O)c2ccccc2NC1c1ccccc1F (centres undefined)	105	1.2
CCCNC(=O)Cn1nc(C)n2c(cc3ccccc32)c1=O	103	0.3

3 records picked at random from the list so far:
SMILES	PV pol inh	PV pol inh FP z-score
COC(=O)c1scc2c(Sc3ccc(Cl)cc3)cc(C(F)(F)F)nc12	105	0.2
CCN(CC)CCN1C(=O)c2ccccc2NC1c1ccccc1F (centres undefined)	105	1.2
COc1ccc(-c2cc(=O)n(CCC#N)[nH]2)cc1	101	0.6

Later entries
SMILES	PV pol inh	PV pol inh FP z-score
CC(=O)C1=C(O)C=C(c2ccc(C)o2)CC1c1ccccc1 (centres undefined)	105	0.3
Cc1ccc(C)c(-n2c(SCc3ccccc3C#N)nnc2-c2cc3sccc3n2C)c1	104	1
COc1ccc(-n2c3c(c(=O)[nH]c2=O)C(NC(=O)c2ccccc2Cl)(C(F)(F)F)C(=O)N3)cc1 (centres undefined)	104	-0.1
CCN(Cc1nc(-c2ccccc2)no1)C(=O)c1ccc2c(c1)OCO2	101	-0.2
Cc1ccc(-c2oc(NC(=O)C3CCCC3)c(C#N)c2-c2ccc(C)cc2)cc1	107	0.6
O=C(C1CCCN1S(=O)(=O)c1ccc(Cl)cc1)N1CCc2ccccc2C1 (centres undefined)	104	0.5
CC1CCCCN1Cc1c(C#N)c2ccccc2n1C (centres undefined)	100	-0.1
O=C(N1CCCC1)N1CCC(c2ccc3c(c2)OCO3)CC1	101	-0.1
Cc1ccccc1C(=O)C(C#N)c1nc2ccc(C(F)(F)F)cc2s1 (centres undefined)	103	0.4
COC(=O)c1nnn(-c2cccc(C)c2)c1N	110	1.4
Cc1ccc2c(c1)N(C(C)C(=O)NCc1cccs1)C(=O)CO2 (centres undefined)	101	0.1
Cc1c(C(=O)NCc2ccc(Cl)cc2)sc2nc3n(c(=O)c12)CCCCC3	103	-0.7
Cc1ccc(S(=O)(=O)N2CCCC(C(=O)O)C2)cc1 (centres undefined)	99	-0.4
CCCn1cc(S(=O)(=O)c2ccc(C)cc2)c(=O)c2cc(F)c(N3CCN(CC)CC3)cc21	101	-0.2
Cc1ccc(Cl)cc1NC(=O)CCS(=O)(=O)c1ccc2c(c1)n(C)c(=O)c(=O)n2C	102	-0.8
Cc1ccc(CNC(=O)Cc2ccc(-n3c(=O)c4sccc4n(Cc4ccccc4)c3=O)cc2)cc1	99	-1.2
Cc1ccc(OCC(=O)Nc2ccc3[nH]c(=O)sc3c2)cc1	111	-0.2
Cc1ccc(C#N)c(SCc2nnc(-c3ccc(Cl)cc3)o2)n1	100	-0.3
Cc1cc(O)cc(=O)[nH]1	104	0.6
O=S1(=O)N=C(N(Cc2cccs2)c2ccc(O)cc2)c2ccccc21	96	-0.7
COc1ccc(S(=O)(=O)Nc2ccc(-c3cn4ccsc4n3)cc2)cc1C	110	0.5
Nc1nc(=S)nc(C2CCC2)[nH]1	95	-0.6
Nc1nc(SCC(=O)C23CC4CC(CC(C4)C2)C3)nc(-c2ccncc2)n1	106	0.4
COc1ccc(/C=[N+](\C)[O-])cc1OC	102	0
COc1ccc(CNC(=O)CCn2c(=O)c3sccc3n(Cc3cc(C)ccc3C)c2=O)cc1	103	0.9
O=C(Cc1ccccc1)Nc1nc2nc(-c3ccccc3)cc(=O)n2[nH]1	101	-0.4
O=c1c2oc3cccc4c3n(c=2c(=O)c2ccccc12)CCC4	105	1.3
COc1ccc2nc(SCc3cnc(C)nc3N)[nH]c2c1	108	1
COc1ccc(CCNC(=O)/C=C/c2ccc(F)cc2)cc1OC	102	0
Cc1ccc(-c2cc3c4c(C)n(C)c(C)c4c(C)nn3c2)o1	100	-0.2
CC(O)Cc1nsc(NC(=O)c2cccs2)n1 (centres undefined)	104	0.8
Cc1nc2n(CCN3CCOCC3)c3ccccc3n2n1	101	-0.2
Cc1cn2c(=O)cc(COc3cc(C)c(Cl)c(C)c3)nc2s1	111	1
COc1ccc(C(=O)NC(C)c2nnc(SCC(=O)Nc3nc(C)c(C)s3)n2C)cc1 (centres undefined)	103	0.8
CNCC(=O)Nc1ccc(OC)cc1	103	0.1
CCc1ccc2occ(CC(=O)N(Cc3ccc(N(C)C)cc3)C3CCS(=O)(=O)C3)c2c1 (centres undefined)	122	0.5
CCOc1ccc(S(=O)(=O)N(C)CC(=O)N2CCOCC2)cc1	104	0.5
CCCOc1ccccc1C(=O)Nc1ccc(-c2nc3ccc(C)cc3s2)cc1	103	-0.5
COC(=O)C1(C(F)(F)F)N=C(N2CCCCC2)OC(N2CCCCC2)=N1	100	0.1
CCn1nc(C)c(CCNC(=O)c2ccc(NC(=O)C3=CSCCO3)cc2)c1C	99	-1.1

5 consecutive records already listed, for reference:
SMILES	PV pol inh	PV pol inh FP z-score
O=C(NCc1ccco1)c1cc(=O)c2ccccc2o1	103	0.8
CCc1cccc(OCC(=O)Nc2c[nH]c(=O)[nH]c2=O)c1	100	-0.2
CCCNS(=O)(=O)c1ccc(OCC(=O)O)c(Cl)c1	100	-1.1
COc1ccc(Cn2c(CCC(=O)NCc3ccccc3)nc3cccnc32)cc1	104	1.2
O=C(COC(=O)c1ccncc1)c1ccc2ccccc2c1	109	0.8

Among those listed so far, two have a COOH group:
SMILES	PV pol inh	PV pol inh FP z-score
CCCNS(=O)(=O)c1ccc(OCC(=O)O)c(Cl)c1	100	-1.1
Cc1ccc(S(=O)(=O)N2CCCC(C(=O)O)C2)cc1 (centres undefined)	99	-0.4

New compounds follow.
SMILES	PV pol inh	PV pol inh FP z-score
CCSc1nnc(Cc2cc(=O)[nH]c(=O)[nH]2)n1-c1cccc(C)c1	107	2.1
CCC(C)C1Nc2ccc(C(=O)NC3CCCC3)cc2NC1=O (centres undefined)	102	0.2
COc1cc(CNc2ccc3[nH]c(=O)[nH]c3c2)cc(Cl)c1OCc1ccccc1F	104	-0.7
CCC(C)NC(=O)[C@@H]1CCCN1S(=O)(=O)c1ccccc1C(F)(F)F (some centres undefined)	102	0
Cc1nc(CSc2nc3ccccc3s2)cs1	99	-0.5
Cc1ccc(Cn2nc(C)c3cc(C(=O)OCC(N)=O)sc32)cc1	105	0.4
CCOc1ccc(CCNC(=O)CCSCc2ccc(Cl)cc2)cc1OCC	110	-0.2
Cc1sc(/N=C/N(C)C)c(C(=O)c2ccc(Cl)cc2)c1C	100	-0.9
CCC1CCCCN1CCCNC(=O)CN1C(=O)c2cccnc2Oc2ccc(C)cc21 (centres undefined)	107	0.3
C/C(=C\c1ccco1)C1Nc2cccc3cccc(c23)N1	97	-0.4
Cc1ccc(C(=O)NCC(=O)N2CCN(c3ccccc3)CC2)cc1	101	-0.5
Cc1cc(=O)oc2oc3c(O)c(O)ccc3c12	103	0.3
Nc1ccc(-c2nc3ccccc3n2CCO)cc1	102	-0.1
Cc1c(C(=O)NCCCn2ccnc2)oc2ccccc12	103	0.6
O=C(NCCCN1CCCC1=O)C1CCN(c2ncnc3c2sc2cccc(F)c23)CC1	105	1.2
CC1CC(C)CN(C(=O)COC(=O)COc2ccc(Br)cc2)C1 (centres undefined)	101	0.1
Cc1ccc(Cl)cc1NC(=O)CN1C=NS(=O)(=O)c2ccccc21	103	-0.9
CSc1ccccc1NC=C(C#N)C#N	104	0.7
O=C(Cn1nnnc1-c1ccccc1F)Nc1ccc(F)c(F)c1	108	0.4
CCN(CC)CCCNc1cc(-c2ccccc2)nc(C)n1	111	1.1
COC(=O)c1cccc(Cn2c(C)nc3ccccc3c2=O)c1	105	1.6
CCNC(=S)Nc1sc2c(c1C(=O)OCC)CC(C)(C)OC2	102	0.1
CC(C)(C)c1cc(C(c2ccc(O)cc2)N2CCOCC2)cc(C(C)(C)C)c1O (centres undefined)	101	-0.1
O=C(Cn1c(=O)n(Cc2ccc3c(c2)OCO3)c(=O)c2oc3ccccc3c21)Nc1ccccc1F	111	0.9
CC(OC(=O)c1ccccn1)C(=O)Nc1ccc(C(N)=O)cc1 (centres undefined)	101	-0.3
CCCn1c(C)cc(/C=C(\C#N)C(=O)OCc2nc3ccccc3s2)c1C	106	0.4
COC(=O)c1c(C)oc2ccc(N(C(=O)Oc3ccccc3)S(=O)(=O)c3ccc(C(C)(C)C)cc3)cc12	104	0.1
Cc1nn(C(C)C(=O)NCc2cccc(F)c2)c(=O)c2c1sc1ccccc12 (centres undefined)	111	0.1
O=C(c1nc2ncccn2n1)N1CCN(c2ccccc2)CC1	100	0
COCCNC(=O)CCSc1nc(-c2ccc(OC)cc2)cc(C(F)(F)F)n1	102	-0.3
O=C1CC(c2ccc(S(=O)(=O)NC3CC3)cc2)CN1 (centres undefined)	111	1.1
Cn1c(-c2ccc(C(=O)c3ccccc3)s2)nc2ccccc21	99	-0.2
CCOc1ccccc1CN1CCC(CNC(=O)c2cc(=O)[nH]c3ccc(S(=O)(=O)N4CCCCC4)cc23)CC1	99	-0.5
Nn1c(SCc2cccnc2)nncc1=O	102	0.2
Cc1ccc(C(OCC(C)(C)C[N+](C)(C)C)c2ccccc2)cc1 (centres undefined)	104	0.7
CCOC(=O)c1c(-c2ccc(OC)cc2)noc1C	101	0.2
C#Cc1cccc(-n2nnc(-c3ccccc3)c2C)c1	100	-0.5
COc1ccc(-c2cc(-c3ccccc3)nc3c2COc2ccc(F)cc2-3)cc1	101	-1.1
Oc1cccc2c(NC(=S)NC3CC3)cccc12	109	0.9
Cc1ccc(NS(=O)(=O)c2ccc3nc(-c4ccccc4)[nH]c3c2)c(Br)c1	108	-0.1
CC(C)NC(=O)c1cc2c(s1)CCC2	104	0.8
CC(C)CC1CC(=O)NC(N)=N1 (centres undefined)	103	0.7
Cc1nn(CC(=O)NCCCN2CCOCC2)c(=O)c2c1sc1ccccc12	101	-0.3
CCCCC(C(=O)O)N1C(=O)c2ccccc2C1=O (centres undefined)	103	0.4
Cc1cn(CC(=O)c2ccccc2)c2ccccc12	100	-0.1
O=C(OCC(=O)N1CCc2ccccc21)c1n[nH]c2ccccc12	102	0
CCc1nnsc1C(=O)Nc1ccc(S(=O)(=O)N2CCOCC2)cc1	102	0.1
CCC(C)(C)C1CCC(=NNc2ccccn2)CC1 (centres undefined)	108	0.6
O=C(COC(=O)c1ccc2ccccc2n1)Nc1cc(C(F)(F)F)ccc1N1CCOCC1	109	0.2
Cc1ccccc1OCCn1cc(/C=C(\C#N)C(=O)NC2CC2)c2ccccc21	105	1.1
CC(C)N(CCc1ccncc1)C(=O)Nc1ccc(Cl)c(Cl)c1	100	0
CCCSc1ccc(N)nc1	100	0.1
Cc1ccccc1-c1noc(CSc2nnc(Cc3ccccc3)n2-c2ccc(F)cc2)n1	102	-1.1
NC(=O)c1cccc(S(=O)(=O)N2CCCCC2)c1	102	0.3
CCN(Cc1ccccc1)C(=O)Cn1c(=O)cc(C)c2c(C)nn(C)c21	105	1.9
COc1cc(-c2nnc(SCCOc3ccc(C)c(Cl)c3)o2)cc(OC)c1OC	107	0.1
CN1CCN(n2c(-c3ccc(Cl)cc3)csc2=Nc2ccccc2)CC1	104	0.1
N#Cc1c(NC(=O)COC(=O)c2ccccc2)oc(-c2ccccc2)c1-c1ccccc1	100	-0.1
FC(F)(F)c1cccc(N2CCN(c3ncnc4c3nc3n4CCCC3)CC2)c1	107	0.2
O=C(CC(=O)N=Nc1c(O)[nH]c2ccccc12)N=Nc1c(O)[nH]c2ccccc12	100	-0.3
(cont.)
SMILES	PV pol inh	PV pol inh FP z-score
COc1cccc(-c2cc(C(F)(F)F)n3ncc(C(=O)NC4CCCC4)c3n2)c1	100	-0.2
Cc1cccc(NC(=O)c2ccc(Cn3nc(N4CCN(c5ccccc5)CC4)ccc3=O)o2)c1C	104	-0.6
Cc1noc(/C=C/c2ccccc2F)c1S(=O)(=O)N1CCC(C(=O)NCC(C)c2ccccc2)CC1 (centres undefined)	109	0.5
CCCCn1c(COc2cc(C)cc(C)c2)nc2cc(S(N)(=O)=O)ccc21	98	-0.5
O=C(CN1C(=O)COc2ccc(S(=O)(=O)NC3CCCC3)cc21)NCc1ccccc1Cl	107	0.2
COc1cccc(C(=O)Nc2ccccc2SCc2cc(=O)c3cccc(C)c3[nH]2)c1	104	-0.5
